# Screening results from PubChem.
# Apaf1 inhib: blocks human Apaf-1 apoptosome activity | inhibition, % at 20 µM | AID 489030 | reconstituted apoptosome caspase-3 activity, DEVD-Rh110 fluorescence | 330,000 compounds, 0.71% hits; active = inhibition of at least 40% at 20 µM;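 note: plate controls were DMSO wells for no effect and DEVD-CHO caspase inhibitor wells for full effect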
#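 Medium: Hepes buffer, pH 7.5 / System: biochemical Apaf-1 apoptosome reconstitution / Measured by: Rh110 fluorescence, excitation 480 nm, emission 540 nm / Times: compound with Apaf-1, dATP, procaspase-3 30 min, then 50 min reaction, room temperature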
# HKDC1 inh: inhibitors of human hexokinase HKDC1. Q2TB90. recombinant HKDC1, G6PDH/diaphorase resazurin coupled fluorescence. inhibition, % at 20 µM. 340,000 compounds, 0.16% hits. AID 493160;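 active = inhibition above about 35% when tested at 20 µM, limit read from the data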;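 note: plate controls were DMSO wells with enzyme for no effect and DMSO wells lacking enzyme for full effect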
#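 Assay system: recombinant HKDC1 hexokinase; detection: coupled resazurin fluorescence, excitation 525 nm, emission 613 nm; benchmarks: DMSO-plus-enzyme-mix negative control, buffer-substituted positive control; compound dosing: single 20 µM dose; schedule: 90 min at room temperature in dark; also added: glucose plus 1 mM ATP as hexokinase substrates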
# SENP8 block-1: inhibitors of human SENP8 protease; Q96LD8; recombinant SENP8, Nedd8 substrate fluorescence; inhibition, % at 20 µM; 360,000 compounds, 0.64% hits; AID 602440; in the data active = inhibition mostly above about 40%, no sharp cut-off; inactive = mostly below about 27%
# SENP8 block-2: blocks the human protease SENP8; Q96LD8; purified SENP8, Z-RLRGG-aminoluciferin cleavage, luminescence; inhibition, % at 10 µM; 330,000 compounds, 1.2% hits; AID 2540; in the data active = inhibition above about 50%
# PfG6PD inh: PfG6PD (Plasmodium falciparum) enzyme inhibition; PfGluPho enzyme, NADPH resazurin-diaphorase fluorescence; inhibition, % at 20 µM; 350,000 compounds, 0.78% hits; AID 504690;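 active = inhibition reaching at least a set limit at 20 µM in the primary screen, cut at about 59% in these data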;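 note: 0% = DMSO wells with substrate and 100% = DMSO wells lacking glucose-6-phosphate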
# SENP1 inh: inhibitors of human SENP1 SUMO protease catalytic domain; recombinant SENP1 catalytic domain, CyPet-SUMO1-YPet FRET cleavage; inhibition, % at 10 µM; 360,000 compounds, 0.21% hits; Q9P0U3; AID 624204;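 active = inhibition at least 30% at 10 µM, raw YFP signal under a set limit, fluorescence ratio 0.5 to 1.5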;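 note: 0% = enzyme with DMSO and 100% = no enzyme wells; some results filed as inactive read as strong as hits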
# Target sequence (Q9P0U3 419-644 limits assumed): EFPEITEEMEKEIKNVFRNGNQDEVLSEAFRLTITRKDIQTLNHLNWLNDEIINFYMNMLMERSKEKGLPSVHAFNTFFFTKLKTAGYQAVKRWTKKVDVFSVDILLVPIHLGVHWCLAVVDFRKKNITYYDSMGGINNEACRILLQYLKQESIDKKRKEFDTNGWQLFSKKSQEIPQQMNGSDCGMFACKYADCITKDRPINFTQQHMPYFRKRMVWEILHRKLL
#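 Assay system – human recombinant His6-tagged SENP1 catalytic domain enzyme · Input – SENP1 enzyme, 20 pM final · Buffer or medium – Tris pH 8 buffer plus EDTA, NaCl, BME, BSA, NP40, catalase · Schedule – 50 min reaction at room temperature · Technique – FRET read of cyan and yellow fluorescence · Control set – no-enzyme wells low, DMSO-plus-enzyme wells high control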
# SENP7 block: SENP7 protease inhibition; recombinant SENP7, Z-RLRGG-aminoluciferin luminescence, 40 min; Q9BQF6; inhibition, % at 5 µM; 330,000 compounds, 1.5% hits;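 active = inhibition above about 50% at the single test dose, limit read from the data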;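 note: plate controls were DMSO with enzyme for no effect and no enzyme buffer wells for full effect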
# Target sequence (Q9BQF6 706-1050 limits assumed): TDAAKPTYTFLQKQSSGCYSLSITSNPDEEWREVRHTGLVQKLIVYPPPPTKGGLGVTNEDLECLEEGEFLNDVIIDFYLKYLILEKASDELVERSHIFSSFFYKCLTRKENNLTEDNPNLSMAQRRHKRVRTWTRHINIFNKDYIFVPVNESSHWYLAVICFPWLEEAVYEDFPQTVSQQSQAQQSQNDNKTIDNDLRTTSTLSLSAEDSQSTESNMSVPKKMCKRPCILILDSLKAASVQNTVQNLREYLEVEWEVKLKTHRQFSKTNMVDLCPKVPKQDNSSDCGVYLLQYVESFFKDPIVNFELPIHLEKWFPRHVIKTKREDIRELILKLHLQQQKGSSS
# SENP6 block: blocks the human protease SENP6; Recombinant SENP6 catalytic domain, aminoluciferin luminescence; inhibition, % at 10 µM; 330,000 compounds, 1.8% hits;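 active = inhibition above about 50% at the single tested dose, limit read from the data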;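 note: plate controls were DMSO wells with enzyme for no effect and DMSO wells lacking enzyme for full effect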
# Target sequence (Q9GZR1 628-1112 limits assumed): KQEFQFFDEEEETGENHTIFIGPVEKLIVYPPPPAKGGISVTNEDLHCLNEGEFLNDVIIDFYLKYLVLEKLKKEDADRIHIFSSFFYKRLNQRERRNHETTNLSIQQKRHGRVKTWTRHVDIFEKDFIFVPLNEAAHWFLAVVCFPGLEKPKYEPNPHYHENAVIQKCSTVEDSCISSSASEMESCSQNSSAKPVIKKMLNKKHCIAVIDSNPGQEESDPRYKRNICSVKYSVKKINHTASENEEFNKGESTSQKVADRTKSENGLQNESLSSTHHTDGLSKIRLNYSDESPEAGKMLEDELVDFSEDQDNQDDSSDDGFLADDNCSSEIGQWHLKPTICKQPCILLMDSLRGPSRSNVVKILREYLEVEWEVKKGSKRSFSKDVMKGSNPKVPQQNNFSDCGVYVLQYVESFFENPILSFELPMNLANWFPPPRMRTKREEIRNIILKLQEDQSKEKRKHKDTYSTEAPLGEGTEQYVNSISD
# * hit, by the source's call; nt = not tested or not shown.
1) O=c1c2cc(N3CCOCC3)ccc2[nH]c(=S)n1CCc1ccccc1
2) Cc1ccc(Sc2ccc(/C=C3/C(=O)NN(c4ccccc4)C3=O)o2)cc1
3) COc1ccc(C(=O)Nc2ccc(CN3CCOCC3)cc2)cc1
4) COc1ccc(C(=O)n2nc(-c3ccccc3)nc2SC)cc1
5) c1ccc(C2CCC(N3CCNCC3)CC2)cc1 (stereo not drawn)
6) C=CCn1c(C)cc(C(=O)COC(=O)/C=C/c2ccc(OC)cc2)c1C
7) O=C1OCCC1Sc1nnc(-c2ccccc2Cl)n1Cc1ccccc1 (stereo not drawn)
8) CCOC(=O)c1c(NC(=O)c2ccc(C)cc2)sc2c1CC(C)(C)NC2(C)C
9) COc1ccc(OC)c(N(CC(=O)Nc2ccccc2)S(C)(=O)=O)c1
10) Cc1cccc(NC(=O)C2CCCN2S(=O)(=O)c2ccc(F)cc2)c1C (stereo not drawn)
assay / compound | 1 | 2 | 3 | 4 | 5 | 6 | 7 | 8 | 9 | 10
Apaf1 inhib | 10 | 7 | 1 | nt | -7 | 17 | 7 | 54* | -7 | 1
HKDC1 inh | -2 | 35* | -4 | -1 | -9 | -8 | -6 | nt | -9 | -1
SENP8 block-1 | -443 | 27 | 25 | 11 | 7 | 4 | 2 | nt | 13 | -2
SENP8 block-2 | 2 | 8 | -4 | nt | 7 | -12 | -1 | -2 | -5 | -6
PfG6PD inh | 14 | -18 | 10 | -6 | -1 | -8 | -2 | nt | 2 | -3
SENP1 inh | -74 | -15 | 0 | 6 | 2 | 1 | -3 | nt | 1 | 2
SENP7 block | -7 | -4 | 2 | nt | 0 | -12 | 3 | 10 | 1 | 2
SENP6 block | 7 | 7 | -10 | nt | 21 | -19 | 5 | -4 | 2 | 0

11) Cc1cccc(C)c1NC(=O)CNC(=O)C(NC(=O)c1ccc(C(C)(C)C)cc1)C(C)C (stereo not drawn)
12) O=C(CC1SC(=Nc2ccc(OC(F)F)cc2)N(CCN2CCOCC2)C1=O)Nc1ccccc1 (stereo not drawn)
13) COCC(=O)n1cc(C(=O)OC)c2ccccc21
14) COc1cc(CN2CCN(Cc3ccc4cc(F)ccc4n3)CC2CCO)cc(OC)c1 (stereo not drawn)
15) Cc1ccc(NC(=O)Nc2cnccn2)c(C)c1
16) COc1ccc2nc(N3CCN(C(=O)C4COc5ccccc5O4)CC3)sc2c1 (stereo not drawn)
17) CCOC(=O)/C(C#N)=C1/CCCCCN1C
18) Cc1ccccc1OCCCCc1c(C)n[nH]c1C
19) CCOC(=O)c1sc(NC(=O)CSc2nnc(-c3ccco3)o2)c(C(=O)OCC)c1C
20) COC(=O)Cc1csc(Nc2ccc(Cl)cc2)n1
assay / compound | 11 | 12 | 13 | 14 | 15 | 16 | 17 | 18 | 19 | 20
Apaf1 inhib | 11 | -3 | -5 | -1 | 3 | 18 | 4 | 13 | 4 | -1
HKDC1 inh | -6 | 0 | -3 | -4 | -8 | 0 | -3 | 21 | 1 | -6
SENP8 block-1 | 14 | 2 | 15 | -95 | 0 | 1 | 12 | 19 | 5 | 16
SENP8 block-2 | -9 | -5 | -12 | -3 | -17 | -17 | -2 | 1 | 6 | -6
PfG6PD inh | 14 | 2 | 0 | 13 | -13 | 6 | 7 | 6 | -3 | 9
SENP1 inh | -1 | 5 | 1 | -5 | 2 | 0 | 1 | -1 | 8 | 2
SENP7 block | 4 | -3 | 0 | 4 | -11 | 2 | 0 | 8 | 4 | 5
SENP6 block | 0 | -13 | -13 | 2 | 4 | -2 | -17 | -2 | -10 | -49

# Eleven of the compounds above, tab-delimited.
No.	Structure	Apaf1 inhib	HKDC1 inh	SENP8 block-1	SENP8 block-2	PfG6PD inh	SENP1 inh	SENP7 block	SENP6 block
9	COc1ccc(OC)c(N(CC(=O)Nc2ccccc2)S(C)(=O)=O)c1	-7	-9	13	-5	2	1	1	2
10	Cc1cccc(NC(=O)C2CCCN2S(=O)(=O)c2ccc(F)cc2)c1C (stereo not drawn)	1	-1	-2	-6	-3	2	2	0
11	Cc1cccc(C)c1NC(=O)CNC(=O)C(NC(=O)c1ccc(C(C)(C)C)cc1)C(C)C (stereo not drawn)	11	-6	14	-9	14	-1	4	0
12	O=C(CC1SC(=Nc2ccc(OC(F)F)cc2)N(CCN2CCOCC2)C1=O)Nc1ccccc1 (stereo not drawn)	-3	0	2	-5	2	5	-3	-13
13	COCC(=O)n1cc(C(=O)OC)c2ccccc21	-5	-3	15	-12	0	1	0	-13
14	COc1cc(CN2CCN(Cc3ccc4cc(F)ccc4n3)CC2CCO)cc(OC)c1 (stereo not drawn)	-1	-4	-95	-3	13	-5	4	2
15	Cc1ccc(NC(=O)Nc2cnccn2)c(C)c1	3	-8	0	-17	-13	2	-11	4
16	COc1ccc2nc(N3CCN(C(=O)C4COc5ccccc5O4)CC3)sc2c1 (stereo not drawn)	18	0	1	-17	6	0	2	-2
17	CCOC(=O)/C(C#N)=C1/CCCCCN1C	4	-3	12	-2	7	1	0	-17
18	Cc1ccccc1OCCCCc1c(C)n[nH]c1C	13	21	19	1	6	-1	8	-2
19	CCOC(=O)c1sc(NC(=O)CSc2nnc(-c3ccco3)o2)c(C(=O)OCC)c1C	4	1	5	6	-3	8	4	-10

# More records follow:
21) O=C(NNC(=O)c1c(O)c2ccccc2[nH]c1=O)c1ccccc1
22) COCc1c(C#N)c(NCc2cc(OC)c(OC)c(OC)c2)nc(C)c1[N+](=O)[O-]
23) CCCCOC(=O)Nc1ccc(N2CCOCC2)cc1
24) COc1ccc(C)cc1NC(=O)CCNS(=O)(=O)c1cccc(C(F)(F)F)c1
25) CC(C)(C)C(=O)NCc1ccc(C(=O)CSc2nnc(-c3ccncc3)n2C2CC2)s1
26) COc1ccc(NC(=O)COC(=O)Cc2cccs2)cc1OC
27) CCCCSC1=C(C#N)C(c2ccccc2C)C(C(=O)OCC)C(=O)N1 (stereo not drawn)
28) CCc1c(C(=O)Nc2ccccc2C(N)=O)csc1C
29) O=C(O)C1Cc2ccccc2CN1S(=O)(=O)/C=C/c1ccccc1 (stereo not drawn)
30) O=C(COc1cc2oc(=O)c3c(c2cc1Cl)CCCC3)NCc1cccnc1
assay / compound | 21 | 22 | 23 | 24 | 25 | 26 | 27 | 28 | 29 | 30
Apaf1 inhib | -2 | -1 | 3 | 14 | 1 | -10 | 10 | 5 | 15 | 9
HKDC1 inh | -3 | 0 | -4 | 0 | 0 | -5 | -8 | 6 | -1 | -1
SENP8 block-1 | -3 | -6 | 18 | 11 | 6 | -35 | 11 | -42 | 16 | -86
SENP8 block-2 | -3 | -7 | -1 | -12 | -3 | 4 | -3 | -13 | 1 | 8
PfG6PD inh | -30 | 9 | 7 | 1 | -18 | 8 | 6 | 3 | 12 | -9
SENP1 inh | 2 | 3 | 3 | 1 | -10 | 4 | -1 | 0 | 0 | -3
SENP7 block | 1 | 10 | 1 | -5 | 10 | -2 | -5 | 6 | 6 | 13
SENP6 block | 12 | -5 | -7 | -13 | -15 | -1 | -32 | -17 | 0 | 11

31) O=C(NNC(=O)c1cccc2ccccc12)c1cccc(F)c1
32) C[C@H](CO)N1C[C@H](C)[C@@H](CN(C)S(=O)(=O)c2cccs2)Oc2ccc(NS(=O)(=O)c3ccccc3)cc2CC1=O
33) CCCCCc1ccc(C2=NNC(=O)CC2)cc1
34) O=C1CCCCC1CCc1ccncc1 (stereo not drawn)
35) COc1ccccc1NC(=O)N1CCCC(C(=O)Nc2cccc(C)c2C)C1 (stereo not drawn)
36) CC(NC(=O)c1cn(C(C)c2ccccc2F)nn1)c1ccncc1 (stereo not drawn)
37) O=C(CSc1nnc(CCc2ccccc2)n1-c1ccc(Cl)cc1)c1ccccc1
38) COc1ccc(-c2n[nH]c(C)c2-c2cnn(-c3ccccc3)c2)c(O)c1
39) O=C(Nc1cnc2ccccc2c1)C1COc2ccccc2O1 (stereo not drawn)
40) CCCN1/C(=C2/SC(=S)N(CC)C2=O)C=Cc2ccccc21
assay / compound | 31 | 32 | 33 | 34 | 35 | 36 | 37 | 38 | 39 | 40
Apaf1 inhib | nt | 11 | 11 | nt | 1 | -16 | 10 | 4 | 5 | 20
HKDC1 inh | -5 | -4 | 0 | -4 | 4 | -7 | 0 | 5 | 4 | 5
SENP8 block-1 | 17 | 4 | 20 | -3 | 20 | 16 | 9 | 9 | 13 | 41*
SENP8 block-2 | nt | -8 | -19 | nt | -6 | 3 | 3 | -4 | 7 | 3
PfG6PD inh | -4 | 5 | -12 | 2 | 3 | -20 | 28 | -46 | 2 | 4
SENP1 inh | -1 | 0 | 2 | 2 | 0 | 2 | 2 | 0 | 0 | 6
SENP7 block | nt | 13 | -7 | nt | -12 | 1 | -4 | 0 | -7 | 9
SENP6 block | nt | -40 | 17 | nt | 1 | -1 | 0 | -4 | -3 | -2

41) O=C(O)c1cccc(Cn2c(Cl)c(/C=N/Nc3ccccc3)sc2=O)c1
42) Cc1cc(O)c(NC(=S)NC(=O)c2ccc(-c3ccc(Cl)cc3)o2)cc1C
43) Cc1ccc(NC(=O)Nc2nnc(CSCCOc3ccc(Cl)cc3)s2)cc1
44) O=C(CNC(=O)c1ccccc1F)OCn1nnc2ccccc2c1=O
45) O=C(NCCCn1ccnc1)c1cn(Cc2ccc(F)cc2)nn1
46) O=C(Nc1cccc(F)c1)/C(=C\c1ccco1)NC(=O)c1ccco1
47) CCOC(=O)Cc1csc(NC(=O)CCC(=O)O)n1
48) O=C(c1cc2ccccc2o1)n1nnc2ccccc21
49) Cc1ccc(S(=O)(=O)N2CCC(C(N)=O)CC2)cc1C(=O)NC1CCCCC1
50) COC(=O)c1ccc(Nc2cc(C)nc3ccc(C)cc23)cc1
51) O=C1N(c2ccc(Cl)cc2)C(c2ccccc2)N2CCCN12 (stereo not drawn)
52) O=C(CSc1nc2ccc(Cl)cc2[nH]1)Nc1ccc2[nH]c(=O)[nH]c2c1
assay / compound | 41 | 42 | 43 | 44 | 45 | 46 | 47 | 48 | 49 | 50 | 51 | 52
Apaf1 inhib | 5 | 13 | -253 | -6 | -41 | -2 | -14 | 13 | -2 | -16 | 4 | 6
HKDC1 inh | 4 | -4 | -7 | -5 | 1 | -3 | -2 | -2 | -2 | -2 | 1 | 23
SENP8 block-1 | -6 | -62 | 2 | 15 | 9 | -1 | 14 | 24 | -1 | -420 | 13 | -10
SENP8 block-2 | 6 | 0 | -4 | -3 | 6 | 9 | -7 | -2 | -10 | -4 | -4 | -7
PfG6PD inh | -2 | -14 | -10 | -1 | -24 | 10 | -17 | -12 | -2 | 5 | -10 | 60*
SENP1 inh | -9 | -2 | -5 | 0 | 4 | -11 | 2 | 1 | 0 | -2 | 1 | -4
SENP7 block | 2 | 7 | -2 | 3 | 3 | 4 | 7 | 18 | 18 | -1 | -5 | 6
SENP6 block | 7 | 6 | 5 | -4 | -11 | 9 | -5 | -5 | -7 | -5 | -16 | -5
